V1aR counter – V1a receptor agonism, counter-screen for OXTR agonists; P37288; CHO-V1R cells, Fluo-8 calcium fluorescence, agonist mode; 0% DMSO, 100% 3 nM vasopressin; activation, % at 3 µM; 320,000 tested, 0.25% active; AID 2797;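 active = activation above the mean activation of all tested compounds plus 3 SD, per screening run, cut at about 20% in these data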;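 also: signal is peak over basal fluorescence ratio across a 100 second FLIPR read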
Target sequence (P37288 whole entry, looked up): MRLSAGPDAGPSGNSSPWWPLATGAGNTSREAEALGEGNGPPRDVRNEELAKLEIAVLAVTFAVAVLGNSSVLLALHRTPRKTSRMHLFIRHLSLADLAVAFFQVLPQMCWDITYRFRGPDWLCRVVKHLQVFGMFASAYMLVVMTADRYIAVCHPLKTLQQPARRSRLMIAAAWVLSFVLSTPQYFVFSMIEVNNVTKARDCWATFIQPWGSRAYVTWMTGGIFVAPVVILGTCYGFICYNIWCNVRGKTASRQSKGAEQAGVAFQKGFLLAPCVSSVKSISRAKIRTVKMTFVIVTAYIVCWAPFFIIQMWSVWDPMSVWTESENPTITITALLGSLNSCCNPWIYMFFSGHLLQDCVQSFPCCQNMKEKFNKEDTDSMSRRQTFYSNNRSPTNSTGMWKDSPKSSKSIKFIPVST
TAAR1 antagonist – antagonists of human TAAR1 | CHO RD-HGA16 TAAR1, Fluo-8 calcium fluorescence, antagonist | inhibition, % at 3 µM | 360,000 tested, 1.5% active | AID 624466;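 active = inhibition above a per-plate cutoff, the mean inhibition of test compounds on that plate plus 3 SD, cut at about 49% in these data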;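 also: 0% = DMSO plus EC80 beta-PEA response and 100% = DMSO alone without agonist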
Target sequence (Q96RJ0 whole entry, looked up): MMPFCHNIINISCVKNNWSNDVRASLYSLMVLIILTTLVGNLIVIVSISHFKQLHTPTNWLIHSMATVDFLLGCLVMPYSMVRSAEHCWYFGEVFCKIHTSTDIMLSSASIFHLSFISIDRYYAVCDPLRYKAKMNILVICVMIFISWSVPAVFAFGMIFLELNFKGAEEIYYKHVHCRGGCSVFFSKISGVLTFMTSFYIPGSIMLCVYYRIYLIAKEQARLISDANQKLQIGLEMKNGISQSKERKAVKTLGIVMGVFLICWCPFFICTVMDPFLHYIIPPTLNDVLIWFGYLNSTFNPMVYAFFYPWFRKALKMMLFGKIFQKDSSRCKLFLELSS
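Material: CHO RD-HGA16 cells bearing hTAAR1; compound dosing: one-point dosing, 3 µM nominal final; schedule: dye loading 75 min at 37 °C, then 30 min room temperature; measured by: calcium fluorescence with Fluo-8; control set: vehicle and agonist controls; replication: n of 1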
OXTR potentiate – potentiates the human oxytocin receptor response | AID 2445 | P30559 | CHO-OTR cells, Fluo-8 calcium fluorescence, potentiator mode; 0% = oxytocin EC15, 100% = EC100 | 320,000 tested, 0.061% active | activation, % at 3 µM;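 active = activation above that plate's cutoff, the mean activation of tested compounds plus 3 SD, cut at about 6.6% in these data, passing the limit was not always enough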;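 also: 100% uses oxytocin at 75 nM as the full agonist control; some results filed as inactive read as strong as hits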
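Assay system: CHO cell line stably expressing human OTR. Reagent: EC15 oxytocin agonist. Dosing: single dose, 3.0 µM nominal final compound concentration. Timing: compound 6 min at room temperature before oxytocin, 100 s read. Signal: kinetic Fluo-8 calcium fluorescence. Controls: oxytocin EC15 low and EC100 high.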
CHO parental Ca – counter-screen: ATP calcium response change in parental CHO cells. AID 463079. parental CHO-K1, ATP-induced calcium, Fluo-8 fluorescence. inhibition, % at 5.6 µM. 330,000 tested, 0.63% active;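 active = inhibition above that plate's mean sample inhibition plus 3 SD, cut at about 26% in these data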;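 also: 0% = ATP-challenged DMSO wells and 100% = DMSO wells without ATP; some compounds past the cut are filed as inactive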
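Measured by: calcium-sensitive Fluo-8 fluorescence / Test system: CHO parental line / Controls: ATP-challenged DMSO wells low, unchallenged DMSO wells high / Measure: % inhibition / Compound: single nominal dose of 5.6 µM per compound / Replicates: single well per compound, no replicates / Reagent: ATP as calcium-mobilizing challenge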
GPR7 antagonist – human neuropeptides B/W receptor 1 antagonism; P48145; GPR7-expressing cells, fluorescence antagonist assay; inhibition, % at 4.4 µM; 290,000 tested, 1.1% active; in the data active = inhibition above about 16%, passing the limit was not always enough;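 also: cells stimulated with the agonist NPW; 0% = agonist with vehicle and 100% = vehicle without agonist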
Target sequence (P48145 whole entry, looked up): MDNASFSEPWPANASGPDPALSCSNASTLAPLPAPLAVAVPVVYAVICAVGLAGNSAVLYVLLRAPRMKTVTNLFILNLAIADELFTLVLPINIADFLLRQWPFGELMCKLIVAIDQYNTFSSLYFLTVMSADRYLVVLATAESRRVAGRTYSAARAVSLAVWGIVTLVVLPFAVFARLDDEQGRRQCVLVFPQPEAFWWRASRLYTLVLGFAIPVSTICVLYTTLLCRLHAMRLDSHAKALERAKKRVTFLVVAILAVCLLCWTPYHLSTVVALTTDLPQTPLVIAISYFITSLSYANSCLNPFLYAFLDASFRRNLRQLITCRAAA
OXTR ag – activates the human oxytocin receptor. activation, % at 3 µM. CHO-OTR cells, Fluo-8 calcium fluorescence; normalized: DMSO 0%, oxytocin 100%. 320,000 tested, 0.32% active;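 active = activation above the mean of all tested compounds plus 3 SD, cutoff set per screening run, cut at about 20% in these data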;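 also: peak over basal fluorescence ratio from a 100 s FLIPR kinetic read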
M1 PAM parental – counter-screen for M1 PAMs: effect in parental CHO-K1 cells; ATP EC20, Fluo-8 calcium fluorescence; 0% at ATP EC20, 100% at ATP max; activation, % at 3 µM; 360,000 tested, 0.02% active; AID 602247;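 active = activation above the run cutoff, the mean activation of all test compounds plus 3 SD, cut at about 40% in these data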;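 also: peak over basal fluorescence ratio in a 140 s read after ATP addition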
CHO-K1 Ca ag – M1 agonist counterscreen hit in parental CHO-K1 cells. activation, % at 3 µM. Fluo-8 calcium fluorescence; scaled to maximal ATP response, vehicle zero. 360,000 tested, 0.48% active. AID 602248; in the data active = activation above about 15%;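 also: untransfected CHO-K1 host cells lacking M1 receptor as counterscreen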
CHO-K1 Ca antag – M1 antagonist counterscreen hit in parental CHO-K1 cells; AID 602250; inhibition, % at 3 µM; ATP-induced calcium, Fluo-8 fluorescence; 360,000 tested, 0.6% active;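 active = inhibition above a per-plate cutoff, the plate's mean sample inhibition plus 3 SD, cut at about 24% in these data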;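 also: 0% = DMSO plus EC80 ATP and 100% = DMSO alone without ATP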
* = called active by the depositor; x = no result given. Some of the compounds tested; rates above refer to the full screens.

Results follow in this order: CHO-K1 Ca ag, OXTR ag, TAAR1 antagonist, CHO parental Ca, GPR7 antagonist, M1 PAM parental, V1aR counter, CHO-K1 Ca antag, OXTR potentiate
CN1C(=O)/C(=C\N2CCc3ccccc32)C(=O)NC1=S
→ 0.6, -1.6, -5, -9, -5, 7, -0.7, -1, -7
N#CC(c1ccccc1)N1CCOCC1 (centres undefined)
→ 0.5, -0.5, -19, -8, -10, -8, -1.1, -6, -3
CN1C(=O)N(C)C(=O)C2(Cc3cc([N+](=O)[O-])ccc3N(C)C2c2ccccc2)C1=O (centres undefined)
→ 1.4, -1.3, -18, -8, -15, 18, -1.0, -2, 2
Cc1c(C(c2ccccc2Cl)c2c(O)c3ccccc3oc2=O)c(=O)n(-c2ccccc2)n1C (centres undefined)
→ 0.0, -1.8, 7, 0, -5, 28, -0.2, -9, -11
COc1cc2c(c(OC)c1OC)-c1ccc(O)c(=O)cc1C(NC(C)=O)CC2 (centres undefined)
→ 0.5, 0.0, 5, 1, 13, 7, -0.5, -9, -4
Cn1ccc(NC(=O)CCl)n1
→ 0.6, 0.3, -5, -4, -10, 23, 1.2, -16, -18
CCOc1ccc(-n2c(O)c(N=Nc3ccc([N+](=O)[O-])cc3)c(=O)[nH]c2=O)cc1
→ 0.7, -1.3, -19, -12, -3, 14, -0.6, -14, -5
CC(C)CNP(=S)(c1ccccc1)C(C)(C)C (centres undefined)
→ 0.0, -2.1, -34, -14, -7, 18, -1.6, -9, 7
CCCCCCC(=O)N/N=C/c1c(O)n(CCCC)c(=S)[nH]c1=O
→ -0.5, -2.8, 5, -11, -18, 4, -0.4, -5, -12
CCOC(=O)c1cccc(C2=C(CNC(=O)c3nccs3)[C@H]3CC[C@@H](C2)N3Cc2ccccc2)c1
→ 1.3, x, -16, x, x, 14, x, -7, x
Brc1ccc2c(c1)-n1nncc1CN(CC1CCCCC1)C2
→ 1.3, x, 0, x, x, 11, x, 5, x
COc1ccc([N+](=O)[O-])cc1N=Cc1c(O)n(CCc2ccccc2)c(=O)n(C(C)C)c1=O
→ 1.6, 1.2, 10, -17, 1, 2, 1.4, -9, -6
COC(=O)C1=C(c2ccc(C(C)=O)cc2)C[C@@H]2CC[C@H]1N2C(=O)NCc1ccc(F)cc1
→ 7.4, 2.1, 1, -9, x, 1, 4.3, 2, -5
CCOc1cc2c(cc1OCC)-n1cccc1C(c1cccc(OCC)c1O)NC2 (centres undefined)
→ 3.2, 1.1, -8, -12, 1, 11, 3.3, -3, -15
FC(F)(F)Oc1ccc(NC2=NCCCS2)cc1
→ 4.1, 1.9, -17, -15, -13, 6, 2.1, -10, -13
O=c1[nH]c(=S)[nH]c(O)c1N=Nc1ccc2c(c1)OCO2
→ 0.9, -1.8, 2, 6, 14, -10, 0.2, 2, -11
CCS(=O)(=O)CCSP(=O)(OC)OC
→ 0.7, x, -7, x, x, 17, x, -11, x
Oc1c(Br)c(Br)c(Br)c(Br)c1Br
→ 6.2, 8.4, x, -7, x, -11, 4.5, -11, -7
O=S(=O)(c1ccc(Cl)cc1)c1ccc(Cl)cc1
→ 0.2, -2.1, 21, -20, x, -4, -0.9, -8, -6
COC(=O)C1=C(c2cccc(OCc3ccccc3)c2)C[C@@H]2CC[C@H]1N2C(=O)NCc1ccc(N(C)C)cc1
→ -0.6, -2.0, -2, -4, x, 14, -1.1, -19, -6
COC(=O)C1=C(c2ccc(F)cc2OCc2ccccc2)C[C@@H]2CC[C@H]1N2C(=O)N1CCOCC1
→ -0.7, -1.8, 2, -21, x, 9, -0.1, -11, -1
CC(=O)NC1CC2CCC(C1)N2 (centres undefined)
→ 0.4, 1.2, 4, -6, -10, 18, -0.4, -6, 0
CC(C)Oc1ccc(C2C(C#N)=C(N)Oc3c2c(=O)oc2ccccc32)cc1 (centres undefined)
→ -0.1, -1.3, 9, -19, -7, -3, 0.3, 6, -7
CCN(C(=O)Oc1ccccc1)c1ccc(C(O)(C(=O)OC)C(F)(F)F)cc1 (centres undefined)
→ 1.6, 0.9, -1, 4, 14, 20, 3.1, -5, -4
Cc1cccc(N2C(=O)NC(=O)/C(=C/c3ccc(-c4ccc(C(=O)O)c(Cl)c4)o3)C2=O)c1
→ x, 1.4, x, -2, -7, x, 0.2, x, 1
Clc1ccc(CCNCc2ccncc2)c(Cl)c1
→ 16*, 1.1, 52*, -12, 13, 0, 1.6, -2, -9
CCC(C)NC(=O)c1c(N)n(CC2CCCO2)c2nc3ccccc3nc12 (centres undefined)
→ 0.8, -0.4, -8, -30, -1, 17, -0.5, -3, -15
C/C=C(\C)C(=O)OC1C(C)=C2C(C1OC(=O)CCCCC)C(C)(OC(C)=O)CC(OC(=O)CCC)C1(O)C2OC(=O)C1(C)O (centres undefined)
→ x, 62*, x, 101*, x, x, 65*, x, -11
COc1ccccc1C(=O)Nc1ccc2c(c1)CC1(C(=O)N(C)C(=O)N(C)C1=O)C1CCCN21 (centres undefined)
→ 0.6, -0.2, -22, -15, -12, 19, -0.1, -8, -3
CN1C(=O)NC(=O)/C(=C/c2ccc(C(=O)O)cc2)C1=O
→ -0.1, -0.1, -15, 3, -4, -1, -0.7, -5, -6

Record cards (already shown). Screens in order: CHO-K1 Ca ag | OXTR ag | TAAR1 antagonist | CHO parental Ca | GPR7 antagonist | M1 PAM parental | V1aR counter | CHO-K1 Ca antag | OXTR potentiate
CN1C(=O)/C(=C\N2CCc3ccccc32)C(=O)NC1=S is entered as 0.6 | -1.6 | -5 | -9 | -5 | 7 | -0.7 | -1 | -7
Brc1ccc2c(c1)-n1nncc1CN(CC1CCCCC1)C2 is entered as 1.3 | x | 0 | x | x | 11 | x | 5 | x

(listing goes on)
Results follow in this order: CHO-K1 Ca ag, OXTR ag, TAAR1 antagonist, CHO parental Ca, GPR7 antagonist, M1 PAM parental, V1aR counter, CHO-K1 Ca antag, OXTR potentiate
COc1ccc2c(c1)/C(=C/c1cnc[nH]1)C(=O)N2
→ 0.3, -1.5, -5, -23, -7, 6, -1.5, 7, -7
C=CCn1c(O)c(C(CC)=Nc2cc(OC)ccc2OC)c(=O)[nH]c1=O
→ 0.5, 0.8, -5, -8, -8, 14, -0.4, 1, 1
O=C1NC2C(O)C(O)C(O)C(O)C2c2cc3c(c(O)c21)OCO3 (centres undefined)
→ 0.5, x, -6, x, x, 12, x, -15, x
O=[N+]([O-])c1ccc(NC2CCN(Cc3ccccc3)CC2)c2ccncc12
→ 0.2, 0.6, 2, -11, 4, 5, 0.0, -19, -4
CN1CC2([N+](=O)[O-])CC=C(Cl)C([N+](=O)[O-])(C1)C2 (centres undefined)
→ 1.2, 0.3, -22, 3, -20, 9, 1.1, -14, -6
O=C1Nc2ccccc2/C1=C/c1nc2ccccc2c(=O)n1-c1ccc(O)cc1
→ 0.6, -0.8, 3, 6, 6, 10, -1.5, -5, -7
CC(NC(=O)N1CC1(C)C)c1ccccc1 (centres undefined)
→ 2.0, x, -6, x, x, 8, x, 1, x
CCOc1ccc(C2SCC(=O)Nc3c2c(=O)[nH]n3C2CCCCCC2)cc1 (centres undefined)
→ 0.3, -0.8, -3, -17, -10, 6, -0.9, -4, -3
S=C(NC1CCCCC1)N1CCC(c2cnc[nH]2)CC1
→ 1.4, -0.3, 7, -8, x, 21, 0.2, -9, 0
c1cc2c(c(NC3=NCCCS3)c1)CCCC2
→ 0.8, x, -6, x, x, 14, x, -15, x
O=C1/C(=C/c2cc([N+](=O)[O-])ccc2Cl)N2CCC1CC2
→ 0.1, -2.2, -6, -12, 12, 14, -1.1, 18, 2
CC(C)(C)C(=O)c1cn(Cc2ccccc2)c2ccccc12
→ -0.6, -1.8, 12, -27, -19, 0, -0.4, -9, -7
CC1CCCC(NC(=O)CNC(=S)N2CC3CC(C2)c2cccc(=O)n2C3)C1C (centres undefined)
→ 1.5, -0.1, -4, -3, 4, 16, 0.0, -19, -6
COc1ccc(CN2Cc3cc(-c4ccc(OC)cc4)ccc3-n3nncc3C2)cc1
→ 1.0, x, 8, x, x, 12, x, 6, x
O=C1C2CCCN2C(c2cccc(Cl)c2)N1c1ccccn1 (centres undefined)
→ -0.6, -1.7, -6, -11, -12, -7, -0.4, 15, -3
CCCCCCOc1ccc(CN2CCN(C)CC2)cc1
→ 2.4, 7.2, -34, -4, 6, 7, 3.5, -14, -5
Nc1ccnn1C1CCNCC1
→ 0.4, 1.0, -5, -3, -15, 12, 0.9, -2, 2
COc1cc(/C=N/NP(=S)(c2ccccc2)c2ccccc2)ccc1O
→ 0.1, -2.2, 16, -2, -16, 22, -0.7, -16, -9
CN1CCN(c2ncc(C=O)s2)CC1
→ 0.7, 0.5, -22, -3, -12, 15, 0.8, -14, -6
CC(C)OP(=O)(OC(C)C)C(O)c1ccccc1F (centres undefined)
→ 0.0, 0.1, 5, 8, -10, 5, 0.1, -4, -5
c1cc(CNCCc2ccc3c(c2)OCO3)ccn1
→ -0.5, 0.4, -23, 7, -1, -6, -0.2, -4, -1
Cc1cc(=O)oc2cc3c(cc12)CCCN3
→ -0.2, -0.4, 0, -5, -5, 2, 0.3, -17, 0
COc1ccc(NC2=NCCCS2)cc1OC
→ 1.6, 1.6, -9, -10, 0, 33, 0.3, -16, -12
O=c1[nH]c(CN2CCNCC2)nc2ccccc12
→ 0.0, -0.5, -9, -10, -6, 23, 1.6, -17, -4
Cc1ccc(O)c(C)c1
→ 0.1, 1.2, -10, 4, x, 2, 0.4, -6, 0
Cc1ccc2c(c1)CC1(CN2C)C(=O)NC(=O)N(c2ccccc2C)C1=O (centres undefined)
→ 0.5, 1.8, -6, -12, 0, 10, 1.9, 4, -14
O=c1[nH]c(=O)n(Cc2ccco2)c(O)c1/C=N/N1CCCCC1
→ 0.4, 0.4, 11, -6, -7, 21, 0.1, -13, -5
CN(C)Cc1c[nH]c2cc([N+](=O)[O-])ccc12
→ 1.0, x, 11, x, x, 7, x, -3, x
COC(=O)C1=C(c2ccc(F)cc2F)C[C@@H]2CC[C@H]1N2C(=O)NCCOc1ccccc1
→ -1.0, -1.2, 14, -31, x, -5, -0.8, -10, 5
CCCNC(=O)N1[C@H]2CC[C@@H]1C(C(=O)OC)=C(c1ccc(OC)c(OC)c1)C2
→ -0.1, -0.2, -6, -10, x, -8, -0.2, -2, -4

Limited to V1aR counter, CHO-K1 Ca antag and CHO parental Ca (2 entries from above):
Molecule,V1aR counter,CHO-K1 Ca antag,CHO parental Ca
CCCNC(=O)N1[C@H]2CC[C@@H]1C(C(=O)OC)=C(c1ccc(OC)c(OC)c1)C2,-0.2,-2,-10
O=C1NC2C(O)C(O)C(O)C(O)C2c2cc3c(c(O)c21)OCO3 (centres undefined),x,-15,x

High-throughput results: PubChem, The Scripps Research Institute Molecular Screening Center
